Screening results: PubChem, National Center for Advancing Translational Sciences (NCATS)
HT1080 IDH1KD tx = toxicity to HT-1080 IDH1 knockdown cells (counter line) | HT-1080 IDH1 knockdown viability, ATP luminescence, 48 h | Potency, µM (highest dose often 46.1 µM), inactives show at the highest dose activity, negative = toxicity, hits mostly cytotoxic | 360,000 tested, 2% active;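 also: potency is read from the fitted curve at half-maximal effect; 0% = DMSO wells and -100% = cell-free medium wells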
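Using the IDH1-knockdown HT-1080 line run in the same batch and compound series as the NT line, viability after 48 h at 37 °C was determined by CellTiter-Glo luminescence and expressed as % activity.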
HT1080-NT tox = kills 2HG-producing HT-1080-NT fibrosarcoma cells; Potency, µM (series often up to 46.1 µM), for inactives: at the highest dose activity, negative = less viability, hits mostly cytotoxic; HT-1080-NT fibrosarcoma viability, CellTiter-Glo ATP luminescence, 48 h; 360,000 tested, 1.6% active; AID 686970;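 also: NT is the 2HG producing partner of a matched IDH1 knockdown line; potency is read from the fitted curve at half-maximal effect; 0% = DMSO-treated cells and -100% = media-only wells without cells; nearly all actives have a fitted effect of over 55% in size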
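Viability by CellTiter-Glo luminescence after 48 h compound exposure at 37C of HT-1080-NT cells (750/well, RPMI, 5% FBS). % activity scaled between DMSO wells and medium-only wells, then curve-fitted and categorized by curve class.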
KB-3-1 cytotox = KB-3-1 parental cell cytotoxicity; KB-3-1 viability, CellTiter-Glo ATP luminescence, 72 h; Potency, µM (doses to about 46.1 µM), for inactives: at the highest dose activity change, negative = cytotoxic, usual class: cytotoxic; 400,000 tested, 1.4% active; AID 1347075; also: potency is read from the fitted curve at half-maximal effect; % is scaled to controls: 0 for no effect and ±100 for the full control effect; nearly all actives have a fitted effect of over 60% in size
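Screening of KB-3-1 cells (DMEM, 10% FBS, phenol-red free) ran from lowest to highest compound concentration; after 72 h at 37 °C viability was read luminescently and curves fitted.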
KB-V1 MDR tox = KB-V1 MDR subline cytotoxicity. KB-V1 MDR cells viability, CellTiter-Glo, 72 h. Potency, µM (doses to about 46.1 µM), for inactives: at the highest dose activity change, negative = cytotoxicity, hits mostly cytotoxic. 400,000 tested, 3.4% active. AID 1347076; also: potency is read from the fitted curve at half-maximal effect; % is scaled to controls: 0 for no effect and ±100 for the full control effect; nearly all actives have a fitted effect of over 60% in size
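Following 72 h at 37 degrees C with compound, KB-V1 cell viability was read by CellTiter-Glo luminescence, medium being phenol-red-free DMEM plus 10% FBS; concentration-response parameters came from normalized, curve-fitted qHTS data.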
IL-1B inflam inh = inflammasome signaling inhibition, IL-1 beta readout; THP-1 LPS/ATP IL-1B secretion, AlphaLISA, 16 h; hits give low values; activity change, % at 57.5 µM; 360,000 tested, 4.7% active; AID 743279; in the data active = activity change below about -50%; inconclusive = mostly about -30% to -49%; also: % is scaled to controls: 0 for no effect and ±100 for the full control effect
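Secreted IL-1B measured by AlphaLISA bead assay after 16 h compound exposure of THP-1 cells; compounds (final up to 57.5 uM) added 1 h before LPS (250 ng/mL) and ATP (1.25 mM) stimulation; lower signal means less secretion.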
HEK293 tox = cytotoxicity in counter-screen for GLP-1R inverse agonists; AID 624418; 410,000 tested, 0.13% active; HEK293 cAMP-luciferase reporter cells, luminescence, 24 h; Potency, µM (series often up to 38.3 µM), inactives show top-dose activity change, negative = inhibition, usual class: inhibitors;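 also: loss of luciferase light is scored as toxicity; potency is read from the fitted curve at half-maximal effect; % is scaled to controls: 0 for no effect and ±100 for the full control effect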
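Quantitative HTS format, 1536 wells, 200 cells/uL seeded. Compounds: 23 nL, 24 h, 37 °C. Detection: luciferase reagent, luminescence at 12 min RT; decreased signal taken as cytotoxic.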
SW480 rereplic = inducers of DNA re-replication in SW480 colon cancer cells. SW480 DNA re-replication, Hoechst DNA content imaging, 48 h. 340,000 tested, 1.8% active. Potency, µM (series often up to 46.1 µM), for inactives: top-dose re-replication activation, usual class: activators; also: potency is read from the fitted curve at half-maximal effect; % of control where 0% means no effect; nearly all actives have a fitted effect of over 55% in size
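First, 250 cells per well were seeded. Next, compound or vehicle (23 nL) was pinned in, plates sat 48 hr at 37 C. Finally Hoechst was added for 40 min before fluorescence scanning.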
MCF10A rereplic = inducers of DNA re-replication in MCF 10A breast cells | MCF 10A DNA re-replication, Hoechst nuclear intensity, 48 h | AID 624296 | 350,000 tested, 2.9% active | Potency, µM (top dose mostly 46.1 µM), for inactives: top-dose activity, positive = re-replication, hits mostly activators; also: potency is read from the fitted curve at half-maximal effect; % of control where 0% means no effect; nearly all actives have a fitted effect of over 50% in size
DRD3 agonist = D3 dopamine receptor (human) agonism | P35462 | D3R DiscoveRx beta-arrestin cells, luminescence, 90 min | max activation, % | 410,000 tested, 0.58% active | AID 652048; in the data active = max activation above about 30%; also: 0% is about no effect; mostly tested at two doses, the higher about 12 µM
Target sequence (P35462 whole entry, looked up): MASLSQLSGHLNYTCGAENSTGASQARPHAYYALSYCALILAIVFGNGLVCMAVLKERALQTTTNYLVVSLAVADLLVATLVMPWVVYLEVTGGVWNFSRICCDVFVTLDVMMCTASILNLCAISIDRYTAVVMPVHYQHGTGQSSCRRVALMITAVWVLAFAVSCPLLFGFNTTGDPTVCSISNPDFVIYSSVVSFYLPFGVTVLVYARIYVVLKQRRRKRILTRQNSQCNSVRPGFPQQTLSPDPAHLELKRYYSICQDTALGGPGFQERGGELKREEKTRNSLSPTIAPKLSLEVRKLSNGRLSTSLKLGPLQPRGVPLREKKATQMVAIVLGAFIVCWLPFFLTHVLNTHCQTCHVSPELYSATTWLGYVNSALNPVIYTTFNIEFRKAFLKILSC
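Agonist-mode cell screen: cells plated at 1500/well and incubated overnight at 37 °C, then exposed to library compounds for 90 min at 37 °C. Detection reagent was added for 30–60 min at room temperature, and luminescence was read.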
* hit, by the source's call; u = inconclusive; x = no result given; & = joins results of further samples; [ ] = dose if it differs, or a comment. Unless noted, calls follow the shape of the dose curve; as a rule, active = well fitted curve in the direction sought with a large enough effect; inconclusive = small, poorly fitted or top-dose-only effect, or another doubt; inactive = no such curve, though single readings can be large; an effect the other way counts as inactive or inconclusive.

No.	compound	HT1080 IDH1KD tx	HT1080-NT tox	KB-3-1 cytotox	KB-V1 MDR tox	IL-1B inflam inh	HEK293 tox	SW480 rereplic	MCF10A rereplic	DRD3 agonist
1	CCOc1cccc(-c2c(C(=O)N/N=C/c3ccncc3)nnn2-c2nonc2N)c1	-3%	-5%	-12%	-1%	37	7%	-18%	2%	-3
2	Cc1ccc(N(C(=O)CCC(=O)Nc2cc(C)on2)C(C(=O)NC2CCCC2)c2ccncc2)cc1 (stereo not drawn)	15%	15%	-4%	3%	4	1%	-6%	5%	6
3	COc1ccc(OCCCN(C)Cc2ccccc2)cc1	-4%	1%	0%	-12%	-6	13%	12%	20%	-17
4	c1ccc2c(c1)CCCN2Cc1nnnn1CC1CCCO1 (stereo not drawn)	-12%	-12%	-2%	13%	19	7%	-37%	-182%[0.0737 µM]	-3
5	O=C(NCCS(=O)(=O)N1CCN(c2ccccc2)CC1)C1CC(=O)N(c2ccccc2)C1 (stereo not drawn)	1%	0%	-6%	-7%	27	5%&1%	0%	10%	-2&-6
6	CC1(C)OC2OC(C3COC(=O)O3)C(OC(=O)c3ccccc3)C2O1 (stereo not drawn)	9%	5%	2%	u	7	-2%	-8%	-3%	-6
7	O=c1c2c3c(sc2nc(NCCO)n1Cc1ccco1)CCCCC3	u	-25%	9%	-18%	-7	-14%	-2%	u	15
8	COc1ccc(C)cc1N(CC(=O)NC1CCCC1)C(=O)CCC(=O)Nc1nc(C)cs1	-12%	-11%	10%	u	-6	-6%	2%	-6%	-9
9	Cc1cc2c(ccc3[nH]onc32)n1	-4%	-13%	-1%	-8%	-60*	98%[activator]	-9%	1%	-6
10	OCC[C@@H]1C[C@H](O)[C@@H](O)[C@@]2(OCc3ccc4ccccc4c32)O1	24%	26%	0%	0%	-26	5%	x	x	-10
11	COCCn1c(NCc2ccco2)nc2c1c(=O)[nH]c(=O)n2C	3%	14%	0%	8%	22	-7%	-8%	3%	-6
12	CCCn1c(SCC(=O)NCc2ccc(OC)cc2)n[nH]c1=O	11%	14%	3%	0%	23	1%	-34%[inhibitor][1.84 µM]	3%	4
13	CCOc1ccc(N2CC(C(=O)NNC(=O)c3ccc(Br)cc3)CC2=O)cc1 (stereo not drawn)	-9%	-5%	-2%	-22%	-14	4%	-2%	-4%	5
14	CCn1c(SCC(=O)c2ccc(OC)cc2)nnc1C1CC1	u	22%	7%	8%	-8	0%	-21%	6%	2
15	CCC(C)n1c(=S)[nH]c2c(sc3ccc([N+](=O)[O-])cc32)c1=O (stereo not drawn)	-28%	-25%	u	u	23	u	2%	u	8
16	COCCN(C(=O)C1=COCCO1)c1c(N)n(Cc2ccccc2)c(=O)[nH]c1=O	13%	3%	0%	15%	0	11%	-1%	-1%	1
17	COC(=O)CSc1nc(NC(C)C)nc(N(C)C)n1	10%	3%	2%	13%	9	-7%	-20%	-4%	9
18	CN=C1S/C(=C\c2ccc(N3CCOCC3)cc2C)C(=O)N1C	22%	17%	8%	0%	19	0%	1%	-1%	3
19	CCOc1ccc(NC(=O)c2cnc(N3CCCC3)nc2C)cc1	x	x	8%	11%	x	-12%	x	x	9
20	CCOC(=O)C1CCN(C(=O)Cn2cc(C#N)c3ccccc32)CC1	0%	0%	8%	-5%	12	3%	-8%	0%	2
21	COc1ccccc1CNC(=O)c1ccccc1NC(=O)C1=C(C)OCCS1	-17%	-4%	-12%	-6%	u	1%	15%	-2%	3
22	CCCCCn1nc(C(=O)N(CC)c2c(N)n(CCCC)c(=O)[nH]c2=O)c2ccccc2c1=O	-11%	-1%	-3%	6%	21	-8%	2%	2%	-5
23	Cc1cccc(Nc2c([N+](=O)[O-])cc(C(=O)N3CC(=O)Nc4ccccc43)cc2[N+](=O)[O-])c1	-17%	-14%	1%	13%	8	15%	5%	-1%	-5
24	Cc1ccc(C(CCNC(C)c2cccs2)c2ccco2)cc1 (stereo not drawn)	u	u	u	u	u	-7%	1%	-3%	-4
25	CCOC(=O)/C=c1\s/c(=C\c2c(OC)ccc3ccccc23)c(=O)n1CC(=O)NCC1CCCO1 (stereo not drawn)	7.9µM*	10µM*	4.6µM*	2.3µM*	31	86%[activator]	5.8µM*	1.2µM*	9
26	CNC(=O)COc1ccc(Nc2nnc(C)c3ccccc23)cc1	26%	20%	9%	0%	-4	9%	-11%	1%	4
27	COc1ccc(OC)c(NC(=O)CSc2nc(=O)n(Cc3ccccn3)c3c2CCC3)c1	-7%	-1%	6%	-14%	-6	-10%	0%	5%	6
28	COc1ccc(-c2c(-c3cc(OC)cc(OC)c3)n(C)c3ccc(-c4cccc5[nH]ccc45)cc23)cc1	14%	-1%	u	-13%	-26	6%	-2%	3%	-19
29	Cc1cccc(N2CCN(c3nc4ccc(C)cc4n4cnnc34)CC2C)c1 (stereo not drawn)	x	x	0%	-13%	x	3%	x	x	-7
30	CC(C)OCCCNC(=S)N1CCC(C(=O)c2ccc(F)cc2)CC1	2%	3%	u	u	1	-17%	x	x	-5

3 entries out of the list, ordered by number of heavy atoms, rising:
No.	compound	HT1080 IDH1KD tx	HT1080-NT tox	KB-3-1 cytotox	KB-V1 MDR tox	IL-1B inflam inh	HEK293 tox	SW480 rereplic	MCF10A rereplic	DRD3 agonist
14	CCn1c(SCC(=O)c2ccc(OC)cc2)nnc1C1CC1	u	22%	7%	8%	-8	0%	-21%	6%	2
21	COc1ccccc1CNC(=O)c1ccccc1NC(=O)C1=C(C)OCCS1	-17%	-4%	-12%	-6%	u	1%	15%	-2%	3
27	COc1ccc(OC)c(NC(=O)CSc2nc(=O)n(Cc3ccccn3)c3c2CCC3)c1	-7%	-1%	6%	-14%	-6	-10%	0%	5%	6

(continued)
No.	compound	HT1080 IDH1KD tx	HT1080-NT tox	KB-3-1 cytotox	KB-V1 MDR tox	IL-1B inflam inh	HEK293 tox	SW480 rereplic	MCF10A rereplic	DRD3 agonist
31	COc1ccc(-c2cc(C(=O)N3CCCCCC3)c3ccccc3n2)c(OC)c1	-12%	2%	-5%	-16%	u	-6%	4%	0%	1
32	O=C(NCc1ccccc1Cl)C1CCN(S(=O)(=O)Cc2ccccc2)CC1	x	x	2%	-19%	x	-2%	x	x	-13
33	Clc1ccc(-c2noc(CCCOc3ccccc3)n2)cc1	2%	10%	2%	12%	16	3%	-7%	1%	1
34	COC(=O)c1sc(-c2ccc(C(C)(C)C)cc2)cc1NC(=O)/C=C/C(=O)O	u	12µM*	u	-29%	-98*	u	u	16µM*	1
35	O=C(Nn1cc(C(=O)N2CCN(c3ccccc3F)CC2)c2ccccc2c1=O)c1cnccn1	-11%	-17%	u	-17%	14	-5%	u	u	-6
36	COc1ccc(OCC(O)CNC(=O)/C=C/c2cccc([N+](=O)[O-])c2)cc1 (stereo not drawn)	2%	5%	-1%	-1%	-23	-9%	-15%	5%	-2
37	CCOC(=O)C1CCCN(Cc2cccc(Oc3ccccc3)c2)C1 (stereo not drawn)	5%	7%	2%	-11%	2	2%	-12%	2%	-15
38	CC1(C)CC(=O)c2cc(O)ccc2O1	1%	-1%	7%	14%	-3	0%	-3%	-3%	4
39	COc1cccc2cc(S(=O)(=O)c3ccccc3)c(=Nc3ccc4c(c3)OCCO4)oc12	11%	14%	4%	-6%	14	-7%	1%	4%	-1
40	Cc1ccc(NC(=O)C2CC2)cc1S(=O)(=O)N1CCOCC1	16%	11%	u	u	-10	3%	u	u	5
41	Cc1ccc(-n2c(=O)c3sccc3n(CC(=O)NCc3ccco3)c2=O)cc1	-4%	17%	1%	-24%	7	-4%	-3%	3%	3
42	Cc1ccc(/C=C/C(=O)Nc2ccc(S(=O)(=O)Nc3onc(C)c3C)cc2)cc1	-10%	-10%	20%	12%	52	38%[activator]	4%	-10%	2
43	Cc1cc(NS(=O)(=O)c2ccc(NC(=O)CCCOc3ccccc3C)cc2)nc(C)n1	10%	14%	-5%	14%	29	14%	-7%	0%	27
44	CCCOC1(C(F)(F)F)NC(=O)N(c2ccc(Cl)cc2)C1=O (stereo not drawn)	x	x	1%	-18%	x	2%	x	x	-18
45	CC(C)(C)NC(=O)c1cc(NC(=O)c2ccco2)cc(NC(=O)c2ccco2)c1	0%	-4%	3%	u	3	19%	-2%	0%	1
46	Cn1c(=O)c2c(nc(N3CCN(c4ccccn4)CC3)n2Cc2ccc(Cl)cc2Cl)n(C)c1=O	25%	8%	3%	0.65µM*	11	1%	-6%	0%	3
47	O=C(NC1CCSc2ccccc21)c1cccc(S(=O)(=O)N2CCOCC2)c1 (stereo not drawn)	-1%	1%	4%	0%	1	3%	-1%	-1%	-10
48	Nc1nonc1-c1nc2ccccc2n1CC(=O)Nc1ccccc1C(=O)O	x	x	u	-13%	x	-13%	x	x	-4
49	O=C(CCCSc1nc2ccccc2[nH]1)NC(c1ccccc1)c1ccccc1	-4%	-4%	-19%	-22%	27	-19%	-10%	9%	8
50	CCOc1ccc(N(C(C)C(=O)N2CCCCCC2)S(C)(=O)=O)cc1 (stereo not drawn)	0%	2%	-4%	u	2	u	4%	7%	11
51	CC(=O)c1ccc(NC(=O)C2CCC(CNS(=O)(=O)c3ccc4c(c3)CCCC(=O)N4)CC2)cc1 (stereo not drawn)	x	x	-3%	0%	x	-4%	x	x	16
52	CCOCCC(=O)Nc1ccc2c(c1)c(=O)n(C)n2C/C=C/c1ccccc1	4.1µM*	u	6.5µM*	u	72	u	x	x	-7
53	COc1ccc(-c2nnc(SCC(=O)Oc3cc(C)ccc3C)o2)cc1	x	x	4%	7%	x	2%	x	x	8
